NTR1 ag = agonists of NTR1, primary screen, imaging, U2OS cells, beta-arrestin-GFP, high content (AID 493036). Neurotensin receptor type 1 (Homo sapiens), P30989. NTR1-U2OS beta-arrestin-GFP spot imaging, agonist mode. activation, % at 20 µM. hit rate 0.17% among 330,000;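 active means activation at or above 40% of the spot to cytoplasm intensity ratio, with at least 20 cells analyzed; inconclusive means wells under 20 cells, flagged as cytotoxic or low count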;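 further: 0% = DMSO without peptide and 100% = 100 nM NTR1 peptide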
Target sequence (P30989 whole entry, looked up): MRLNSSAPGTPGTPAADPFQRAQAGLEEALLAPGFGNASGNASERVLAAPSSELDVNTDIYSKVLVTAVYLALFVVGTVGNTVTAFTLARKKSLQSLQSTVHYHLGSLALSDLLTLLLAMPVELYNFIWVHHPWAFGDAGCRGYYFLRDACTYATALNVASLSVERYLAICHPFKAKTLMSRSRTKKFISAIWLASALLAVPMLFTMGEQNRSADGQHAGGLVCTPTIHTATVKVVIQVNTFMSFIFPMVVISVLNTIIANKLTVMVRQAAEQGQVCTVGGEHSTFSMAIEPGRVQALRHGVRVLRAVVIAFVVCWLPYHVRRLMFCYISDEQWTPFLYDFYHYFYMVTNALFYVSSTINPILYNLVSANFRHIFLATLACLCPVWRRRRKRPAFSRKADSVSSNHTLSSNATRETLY
RSV antiviral HEp-2 = RSV antiviral activity via CPE protection, HEp-2 cells, primary 10 µM value included (AID 2391); HEp-2 cells, RSV-induced CPE inhibition; higher % means a stronger effect; hit rate 0.13% among 310,000; CPE inhibition, % at 10 µM, or IC50 in µM where a hit was titrated; in the data active means a potency from the dose series; inconclusive means CPE inhibition mostly from about 23% at the one dose, without a potency; inactive means the rest, 99 in 100 with CPE inhibition below about 21%; further: strong numbers were not always called active
Rac1 GTP hydrolysis = MgcRacGAP GTPase-activating activity inhibitors, confirmation, biochemical, ADP Hunter fluorescence; Rac GTPase-activating protein 1 (Homo sapiens); MgcRacGAP-stimulated Rac1 GTP hydrolysis, ADP Hunter fluorescence; higher % means a stronger effect; GST-tagged Rac1 F28L mutant substrate; one-dose inhibition, % at 30 µM; IC50 in µM for titrated hits; hit rate 0.6% among 340,000; AID 624330, 2012;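 active means first-screen hits whose inhibition reached a set limit at any dose in the follow-up dose series; inconclusive means inhibition above the set first-screen limit but never retested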;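 further: fluorescence reports GDP produced by GAP-driven GTP hydrolysis; strong numbers were not always called active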
Myeloid diff MLP = induction of myeloid progenitor differentiation, primary screen, cell-based, flow cytometry, MLPCN library. ER-HoxA9 myeloid progenitors, lysozyme-GFP differentiation. AID 624256, 2012. calls only at 10 µM. hit rate 1% among 360,000;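 active means normalized GFP-positive differentiation at or above the plate's own cutoff, the solvent-only control mean plus 3 SD; inconclusive means no clear call, values can overlap the other calls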;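 further: cells exposed to compound for four days before flow analysis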
Large T inhibition = SV40 large T antigen inhibitors, biochemical (AID 1903). hit rate 0.39% among 310,000. inhibition, % at 20 µM; hits with a dose series show IC50 in µM. SV40 large T antigen ATPase/helicase inhibition assay; higher % means a stronger effect; in the data active means a potency from the dose series; inconclusive means inhibition mostly from about 32% at the one dose, without a potency; inactive means the rest, 99 in 100 with inhibition below about 32%; further: strong numbers were not always called active
T cell HTS = modulators of CD8 T cell-vesicle binding, primary screen, mouse 2C CD8+ T cells, flow cytometry; 2C CD8+ T cell-vesicle binding; hits give low values; calls only at 7 µM; hit rate 0.068% among 330,000; AID 2052, 2009;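 active means response, share of CD8 T cells binding vesicles, and their 90th percentile fluorescence all below set limits, cut at about 80% in these data, passing the limit was not always enough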
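Test system: purified 2C TCR transgenic mouse naive CD8+ T cells. Probe or stimulus: QL9-peptide-loaded Drosophila micro-vesicles bearing Ld, ICAM-1 and B7-1. Incubation: binding step 1.5 h, 37 °C, antibody labelling 20 min, ice. Measured by: flow cytometry of vesicle-bound cells.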
UTI89 phage lysis = inhibition of K1F phage lysis, E. coli UTI89, bacterial capsule biogenesis inhibitors, alamar blue (AID 488966); inhibition, % at 100 µM; hits with a dose series show IC50 in µM; hit rate 0.02% among 340,000; E. coli UTI89 K1F phage lysis, alamar blue, 2 h; higher % means a stronger effect;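 active means phage lysis inhibition, versus mean bacterial control, above a set limit; inconclusive means no clear call, values can overlap the other calls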;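 further: capsule biogenesis inhibitors block K1F phage lysis so surviving cells raise fluorescence; higher fluorescence means more inhibition of phage lysis; actives were called in the ten point dose series up to 300 µM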
TNAP activators = human TNAP enzyme activators, primary screen, biochemical, luminescent, no phosphate acceptor, uHTS (AID 1001); hit rate 0.03% among 200,000; activation fold at 20 µM, or EC50 in µM where a hit was titrated; purified TNAP, luminescent activation assay, no phosphate acceptor; higher activation fold means a stronger effect; in the data active means activation fold from about 3, or a potency from the dose series; inactive means the rest, 99 in 100 with activation fold below about 1.6; further: many of its hits are not listed in these tables
Salmonella PhoP GFP = inhibitors of PhoP regulon expression, primary screen, Salmonella Typhimurium, GFP reporter (AID 1863); S. Typhimurium PhoP-regulated promoter GFP reporter, 4 h; higher % means a stronger effect; one-dose inhibition, % at 50 µM; IC50 in µM for titrated hits; hit rate 0.16% among 300,000;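 active means inhibition over 29.93%, a cutoff 3 SD above the screen mean, later confirmed by dose response; inconclusive means inhibition over 29.93% but no dose response follow-up; inactive means inhibition at most 29.93% or unconfirmed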;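 further: 0% = low Mg2+ inducing control and 100% = high Mg2+ repressing control; strong numbers were not always called active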
T cell HTS vesicle-bound % = further read-out of T cell HTS, marked with its call; double positive events, %; measured here: CD8+ vesicle-bound cell fraction;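 binding gate set so that unloaded-vesicle control wells show 10% double positive cells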
NTR1 ag cell count 20 µM = recorded beside NTR1 ag, whose call it bears; cell count; measured here: cell count, cytotoxicity flag
Myeloid diff MLP GFP+ MAC1+ % = also measured in Myeloid diff MLP; calls as there; GFP+ MAC1+ double positive, %; measured here: differentiation confirmed by MAC1 staining
Numbers without * were called inactive; i = inactive; ? = inconclusive; . = not tested or not shown; [ ] = dose if it differs, or a comment. This is a random part of the collection. About 2.3% of those tested had a hit in this group.

canonical_smiles	NTR1 ag	NTR1 ag cell count 20 µM	RSV antiviral HEp-2	Rac1 GTP hydrolysis	Myeloid diff MLP	Myeloid diff MLP GFP+ MAC1+ %	Large T inhibition	T cell HTS	T cell HTS vesicle-bound %	UTI89 phage lysis	TNAP activators	Salmonella PhoP GFP
C=CCSc1nnc(N2C(=O)C(O)=C(C(=O)c3ccco3)C2c2ccc(F)cc2)s1 (stereo not given)	0.4	83	9.3%	3.1%	?	.	11.4%	i	44.0	0.0%	.	-15.7%
CCc1ccc(NC(=O)c2ccc(OC)c([N+](=O)[O-])c2)cc1	5.4	79	16.4%	8.4%	i	0.4	8.6%	i	35.9	0.4%[50 µM]	1	-1.8%
COCCCNC(=O)CC(=O)N/N=C\c1ccc(SC)cc1	-1.4	87	-0.3%	3.2%	i	0.3	7.2%	i	52.7	0.6%	1	3.3%
Cc1cccc(C(=O)NCC(=O)OCC(=O)N2CCN(S(=O)(=O)c3ccc(C)cc3C)CC2)c1	2.9	46	0.2%	0.9%	i	1.3	.	i	5.3	0.8%[50 µM]	.	.
Cc1cc(NC(=O)CSc2cc(C)c3ccccc3n2)no1	0.3	65	.	-1.8%	i	0.8	.	i	17.6	2.2%	.	.
O=[N+]([O-])c1ccccc1/C=C/C=N/n1c(-c2ccco2)n[nH]c1=S	2.9	83	3.3%	16.1%	i	0.1	10.9%	i	61.2	0.0%	1	-1.2%
O=c1oc2c(CN3CCOCC3)c(O)ccc2c2c1CCCC2	1.0	50	3.3%	13.6%	i	0.5	33.9%	i	22.0	0.0%	1.2	0.2%
C=CCn1c(SCC(=O)Nc2ccc(F)cc2)nc2cc(C(=O)O)ccc2c1=O	0.2	40	-0.7%	0.3%	i	0.3	20.8%	i	19.1	-0.2%	1.1	-5.0%
Cc1ccccc1NC1=NS(=O)(=O)c2ccccc21	-1.5	38	1.3%	10.6%	i	0.1	8.0%	.	.	-0.1%	1	-2.4%
Cc1ccc(S(=O)(=O)/N=C(\N)Nc2nc(C)c3cc(C)c(C)cc3n2)cc1	1.2	61	3.0%	-0.6%	i	11.3	21.6%	i	22.5	-0.8%	1.2	1.7%
Cc1cccc(C(=O)Nc2nnc(SCC(=O)Nc3ccc4c(c3)oc3ccccc34)s2)c1	1.1	32	2.2%	6.7%	i	1.3	16.6%	i	24.6	0.4%	1.2	-15.9%
CCOC(=O)c1ccc(NC2=CC(=O)CC(c3ccco3)C2)cc1 (stereo not given)	0.3	55	-0.6%	-0.8%	i	0.6	-8.0%	i	43.5	0.5%	1	-0.8%
CCOc1ccc(Br)cc1S(=O)(=O)N1CCCN(C)CC1	0.3	49	1.5%	4.8%	i	0.1	12.7%	i	50.7	0.6%	.	-3.2%
Cc1nc2ccccc2c(C)c1CC(=O)N(CC(C)C)c1c(N)n(Cc2ccccc2)c(=O)[nH]c1=O	1.4	70	3.6%	9.9%	i	1.0	10.0%	i	16.8	0.4%[50 µM]	.	0.3%
N#CC1=C(N)Oc2c(ccc3cccnc23)C1c1ccncc1 (stereo not given)	-0.4	51	1.4%	.	i	0.0	4.7%	i	27.3	.	.	-5.6%
COC(=O)Cc1ccc(NC(=S)N2CCN(C(=O)C3CCCO3)CC2)cc1 (stereo not given)	0.2	63	0.8%	7.6%	i	1.0	3.0%	i	65.2	-0.1%	.	-1.1%
O=C(NCCc1ccccc1)C(=O)c1cn(CC(=O)N2CCCC2)c2ccccc12	-0.7	52	1.4%	7.1%	i	2.5	-3.9%	i	21.9	0.0%	.	10.5%
Cc1cc2c(c(SCC(N)=O)n1)C(=O)OC2	0.5	58	1.2%	3.5%	i	0.5	1.0%	i	45.0	0.2%	1.1	9.2%
O=C(NC(O)C(=O)c1ccc(F)cc1)c1ccc(F)cc1 (stereo not given)	1.1	70	-2.0%	1.0%	i	0.4	5.5%	i	48.1	0.8%	.	-4.2%
O=C(O)C1C2CCC(C2)C1C(=O)Nc1nc2ccccc2s1 (stereo not given)	-2.3	78	0.7%	4.5%	i	1.6	-4.2%	i	30.8	0.5%	1.1	3.3%

canonical_smiles	NTR1 ag	NTR1 ag cell count 20 µM	RSV antiviral HEp-2	Rac1 GTP hydrolysis	Myeloid diff MLP	Myeloid diff MLP GFP+ MAC1+ %	Large T inhibition	T cell HTS	T cell HTS vesicle-bound %	UTI89 phage lysis	TNAP activators	Salmonella PhoP GFP
COc1ccc(-c2c(C)c3cc(O)ccc3oc2=O)cc1OC	-0.9	64	5.2%	12.8%	i	3.9	6.1%	i	33.7	0.3%	.	7.4%
C(=N\N1CCN(Cc2cccc3ccccc23)CC1)/c1ccco1	-1.2	32	-0.8%	7.8%	.	.	24.5%	i	53.4	6.8%	1.1	-2.3%
Cc1ccc2ccccc2c1NC(=O)c1ccco1	-1.7	94	0.3%	13.1%	i	0.8	5.7%	i	28.8	0.2%	.	1.8%
Oc1cc(NCCc2cccnc2)cc2cccnc12	1.6	72	.	5.5%	i	1.4	.	i	8.8	-9.0%	.	.
Cc1ccccc1-c1noc(CCC(=O)NCCc2ccccc2)n1	-0.8	101	1.4%	5.3%	i	1.0	1.6%	i	19.3	0.2%	.	1.1%
O=C(N/N=C/c1sc(N2CCCCC2)nc1-c1cccs1)c1cccnc1	7.4	54	-0.8%	4.8%	i	1.7	3.2%	i	38.8	-0.3%	1.1	-8.3%
C#CCOC(=O)Nc1ccc(=O)n(Cc2c(Cl)cccc2Cl)c1	0.9	81	1.8%	6.2%	i	0.9	27.7%	i	26.9	-0.3%	1.1	-7.4%
COc1cc(CN2CCC(C(=O)NC3CCCC3)CC2)ccc1O	-1.7	72	-0.2%	133µM*	i	0.9	13.2%	i	27.1	0.0%	1	-4.6%
COc1ccccc1CNC(=O)C1CCN(S(=O)(=O)N2CC(C)CC(C)C2)CC1 (stereo not given)	2.1	38	10.2%	2.6%	i	1.9	3.4%	i	40.4	2.5%	1.1	-10.5%
CC1CCCC(NC(=O)Cn2c(Cl)nc3c2c(=O)n(C)c(=O)n3C)C1C (stereo not given)	0.4	59	.	4.0%	i	0.6	.	i	42.4	1.5%	.	.
Oc1ccc(N=Nc2nccs2)c(O)c1	0.4	74	-1.2%	20.8%	i	1.3	15.3%	i	18.1	0.0%	.	?
C[C@H](CO)N1C[C@H](C)[C@@H](CN(C)Cc2ccccc2)Oc2c(NC(=O)c3ccncc3)cccc2C1=O	-0.7	60	.	5.7%	i	3.2	.	i	20.6	0.2%	.	.
CC(C)Oc1ccc(C(=O)Nc2ccccc2N2CCOCC2)cc1	-1.3	81	0.3%	-12.7%	i	1.3	4.6%	i	39.6	0.2%	1.1	0.0%
Cc1ccc(NC(=O)c2cc3c(CO)cnc(C)c3oc2=Nc2cccc(C(N)=O)c2)cc1	13.6	74	3.1%	18.7%	i	0.3	2.1%	i	20.6	-0.1%	.	0.4%
O=C(Nc1cccc(S(=O)(=O)N2CCCCC2)c1)c1ccc(OCC2CCCO2)cc1 (stereo not given)	4.0	61	0.5%	3.7%	i	0.9	4.2%	i	29.1	0.2%	1	3.2%
CCOc1ccc(NC(=O)CSc2nnc(C(C)C)n2CC)cc1	0.7	82	0.7%	5.2%	i	0.0	11.0%	i	36.3	3.7%	1.1	2.4%
COc1ccc(NS(=O)(=O)c2cc(NC(=O)c3ccc(=O)[nH]n3)ccc2C)cc1	-1.5	87	0.2%	6.8%	i	0.6	.	i	18.1	0.2%[50 µM]	.	.
OC1CNCc2cc3c(cc21)OCCO3 (stereo not given)	0.2	89	-0.2%	.	.	.	14.5%	i	8.0	.	1.1	2.5%
COc1ccc(CCNC(=O)c2cc(-c3ccccc3O)n[nH]2)cc1OC	0.2	69	3.0%	11.6%	i	1.4	9.2%	i	54.3	0.0%	2.5	-6.3%
Cc1nn(C(=O)c2nn(C)cc2[N+](=O)[O-])c(C)c1Br	0.0	56	1.4%	1.6%	i	0.2	10.7%	i	8.3	1.4%	0.9	-5.1%
CC(C)(C)c1ccc(NC(=O)COc2ccc(-n3ccnc3)cc2)cc1	4.3	45	0.2%	2.2%	?	.	11.9%	i	50.9	0.0%	1.1	3.2%
O=C(Nc1ccc(OC(F)F)cc1)Nc1cccc(C(F)(F)F)c1	12.2	67	4.2%	3.0%	i	0.4	9.3%	i	16.7	0.0%	1.1	15.0%
CCN1CCN(CCCNC(=O)CNC(=O)c2nn(-c3ccc(OC)cc3OC)c(=O)c3ccccc23)CC1	-0.8	47	-0.9%	8.2%	i	0.4	8.0%	i	33.4	0.0%	.	-1.1%

Screens from PubChem.
